Cav3 T inh = Cav3.2 calcium influx blockers – cell-based, Fluo-4 calcium fluorescence, FDSS, MLSMR library, primary screen. Cav3.2-expressing cells; hits give low values. Voltage-dependent T-type calcium channel subunit alpha-1H (Homo sapiens), O95180. B-score at 10 µM. hit rate 4% among 100,000. AID 449739, 2010;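 active means single-dose well whose peak fluorescence ratio is a statistical outlier from its plate by either plate-standardised score or position-corrected B-score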
* = called active by the depositor. These rows are one share of the data (hit frequency here may not be typical).

Preview:
SMILES	Cav3 T inh
Cn1cnnc1SC1CCCCC1NS(=O)(=O)c1ccc(Cl)cc1 (stereo not given)	0.205
CCc1nc(SCC(=O)NCCc2ccc(OC)c(OC)c2)c2c(=O)n(C)c(=O)n(C)c2n1	0.572

All compounds of this part, from the start:
SMILES	Cav3 T inh
Cn1cnnc1SC1CCCCC1NS(=O)(=O)c1ccc(Cl)cc1 (stereo not given)	0.205
CCc1nc(SCC(=O)NCCc2ccc(OC)c(OC)c2)c2c(=O)n(C)c(=O)n(C)c2n1	0.572
CC(C)(C)[C@H]1C=C(C(=O)N2CCN(Cc3ccc4c(c3)OCO4)CC2)O[C@@H](OCCCCO)C1	-0.213
COc1ccc(-c2nc(SCC(=O)NCc3ccco3)c(-c3ccccc3)[nH]2)cc1OC	-1.5
COc1ccccc1-n1cnnc1SCc1csc(-c2ccccc2)n1	-1.03
CCCCCCC(=O)N(O)C1CC(=O)N(Cc2ccccc2)C1=O (stereo not given)	-3.66
Cc1cc2sc3ccc(C#CC4(O)CCCCC4)cc3c(=O)c2cc1C	-0.111
O=C(O)C1C2C=CC(C2)C1C(=O)N1CCOCC1 (stereo not given)	-0.114
CCC1CCCCN1Cc1nc2c(c(=O)n(C)c(=O)n2C)n1CCCc1ccccc1 (stereo not given)	-2.77
COCCN1Cc2cccc(C(=O)Nc3ccccc3OC)c2C1=O	0.979
COC(=O)c1ccc(C(=O)OC)c(NC(=O)CSCc2ccccc2Br)c1	0.314
Cc1n[nH]c(C)c1Sc1ccccc1N=Cc1cc(Cl)cc([N+](=O)[O-])c1O	-6.89*
O=C(NCc1ccco1)c1nnc(Cc2ccc(F)cc2)o1	0.0962
COC(=O)c1nnn(-c2nonc2N)c1CSc1ccc(Cl)cc1	-1.11
CCc1cc2cc3c(cc2nc1SCC(=O)N1CCN(C(=O)c2ccco2)CC1)OCO3	-0.186
c1csc(-c2nn[nH]n2)c1	0.747
CC[n+]1c(/C=C2\C=C(C)CC(C)(C)C2)sc2ccccc21	-0.68
CCC1(C)CC(C(CC(=O)O)c2ccc(C)cc2)CCO1 (stereo not given)	1.86
C=CCn1c(COc2ccccc2C)nnc1SCC(=O)O	0.678
C#CCOCCOCCOCCNc1nc(N2CCN(C(=O)[C@H](CCCCN)n3cc(C(N)CO)nn3)CC2)nc(N2CCN(C(=O)[C@H](CCCCN)n3cc(C(N)COC(=O)C(F)(F)F)nn3)CC2)n1 (stereo not given in full)	0.00818
CCn1c2ccccc2c2cc(NC(=O)CSc3nnc(-c4ccc(OC)cc4)n3N)ccc21	-0.0456
Cc1cccc(-n2c(CNC(=O)COc3ccccc3)nnc2SCC(=O)Nc2nccs2)c1	-1.7
Cc1cc2oc3c(c(=O)c2cc1C)C(c1cccc(Br)c1)N(Cc1ccco1)C3=O (stereo not given)	-3.47
O=C(O)c1cnc(-c2ccccc2)nc1Sc1ccccc1Cl	-6.36*
O=c1[nH]nc(Cc2ccccn2)c2ccccc12	0.581

Of the compounds above, these have fluorine.
SMILES	Cav3 T inh
O=C(NCc1ccco1)c1nnc(Cc2ccc(F)cc2)o1	0.0962
C#CCOCCOCCOCCNc1nc(N2CCN(C(=O)[C@H](CCCCN)n3cc(C(N)CO)nn3)CC2)nc(N2CCN(C(=O)[C@H](CCCCN)n3cc(C(N)COC(=O)C(F)(F)F)nn3)CC2)n1 (stereo not given in full)	0.00818

(continued)
SMILES	Cav3 T inh
CN1CCN(C2CCCCCC2)CC1	1.11
CCC(=O)NC(=S)Nc1ccc(-c2nc3ccccc3s2)cc1	0.0146
COc1ccc(C(c2nnnn2CCc2ccccc2)N2CCN(C)CC2)cc1OC (stereo not given)	0.0893
COC(=O)c1ccc(OC)c(CSc2nnc(COc3ccc(Cl)cc3)o2)c1	-5.76*
CCOC(=O)/C(C#N)=C/C1=C(N2CCCC2)CC(C)(CC)OC1 (stereo not given)	2.49
CCCCn1c(N)c(N(CC(C)C)C(=O)CN(C)Cc2cccc(OC)c2)c(=O)[nH]c1=O	0.47
O=c1c(=O)n(O)c2ccccc2n1O	-0.263
O=C(/C=C/c1ccco1)NC(=S)Nc1ccccc1N1CCOCC1	-1.06
CCOc1ccc(CN(Cc2ccco2)S(=O)(=O)c2ccc(-n3cnnn3)c(OC)c2)cc1	-2.57
COc1cc2c(cc1NC(=O)CSc1nnc(Cc3cccs3)n1C)oc1ccccc12	-1.53
Cc1noc(C)c1CN1C(=O)NC(Cc2ccccc2)(Cc2ccccc2)C1=O	-0.149
COc1cccc(-c2nn(C)c3sc(C(=O)Nc4ccc5c(c4)OCCO5)cc23)c1	-1.89
COC(=O)C(OC(=O)c1ccc(OC)cc1)C(=O)OC	-0.498
O=C(CCCn1c(SCC(=O)c2ccc(F)cc2)nc2ccccc2c1=O)NCc1ccccc1	-2.49
COc1cccc(C(=O)CSc2nnnn2C)c1	0.528
C/C=C/c1ccc(OC(C)=O)c(OC)c1	0.204
COc1ccc(O)c(/C=N/NC(=O)c2ccc(OCc3cccc(Br)c3)cc2)c1	0.127
CCCn1c(SC2C(=O)CC(C)(C)CC2=O)nc2c1c(=O)n(C)c(=O)n2C	0.195
CC(C)OP(=O)(OC(C)C)C1(O)C(=O)Nc2ccccc21 (stereo not given)	-0.00547
CCOc1ccc(OCC)c(NC(=O)CCCN2C(=O)c3cccnc3C2=O)c1	-0.0189
CS(=O)(=O)N(Cc1ccccc1)c1ccc(C(=O)NCCSCc2ccco2)cc1	-2.35
CCN1CCN(Cc2ccc(OCc3ccccc3)c(OC)c2)CC1	0.536
CCCCN(C)S(=O)(=O)c1ccc(C(=O)Nc2nnc(CSC)o2)cc1	-2.52
CS(=O)(=O)n1nc(-c2ccccc2)nc1NCc1ccco1	0.406
CC(C)Cn1cc(C(=O)N2CCN(c3ccccn3)CC2)c2c3ccccc3n(C)c2c1=O	-1.89

Single entries from the results shown:
Cav3 T inh, `COc1cc2c(cc1NC(=O)CSc1nnc(Cc3cccs3)n1C)oc1ccccc12` reads -1.53
Cav3 T inh, `C/C=C/c1ccc(OC(C)=O)c(OC)c1` reads 0.204
Cav3 T inh, `COc1ccc(O)c(/C=N/NC(=O)c2ccc(OCc3cccc(Br)c3)cc2)c1` reads 0.127
Cav3 T inh, `COC(=O)c1ccc(OC)c(CSc2nnc(COc3ccc(Cl)cc3)o2)c1` reads -5.76*
Cav3 T inh, `CC(C)Cn1cc(C(=O)N2CCN(c3ccccn3)CC2)c2c3ccccc3n(C)c2c1=O` reads -1.89
Cav3 T inh, `CCCCn1c(N)c(N(CC(C)C)C(=O)CN(C)Cc2cccc(OC)c2)c(=O)[nH]c1=O` reads 0.47

Remaining list, next part.
SMILES	Cav3 T inh
O=C(Nc1ccc(F)c(F)c1)c1cccnc1	0.34
COc1ccc(NC(=O)CCCCCN2C(=O)CCC2=O)cc1Cl	-0.587
COc1ccc(NC(=O)c2ccc(OC(=S)N(C)c3ccc(OC)cc3)cc2)cc1	-0.485
O=C(c1ccc(Cl)c(S(=O)(=O)N2CCCC2)c1)N1CCN(c2ccccn2)CC1	1.23
COc1cc(-c2nc(-c3ccccc3)c(-c3cccs3)[nH]2)cc(OC)c1OC	-2.48
Cc1c(NC(=O)C2CCCN2S(=O)(=O)c2ccc(Cl)cc2)c(=O)n(-c2ccccc2)n1C (stereo not given)	0.685
COC(=O)c1cccc(COC(=O)CNC(=O)c2ccco2)c1	1.11
CN(C)/C=N/c1c(C(=O)NCc2ccccc2)nnn1Cc1ccccc1	-0.241
Cc1cc(C(=O)Nc2sc(C)c(-c3ccc(F)cc3)c2C(N)=O)no1	-0.503
O=C(Nc1ccc2oc(Cc3ccc(Cl)cc3)nc2c1)c1cccnc1	0.0529
CCc1c(C(=O)NC2CCCCC2)[nH]c(C)c1C(C)=O	0.45
COc1cnc(-c2ccccc2)nc1Oc1cccc(C)c1	-0.17
COc1cc(C(=O)N(C)c2nnc(-c3cccnc3)s2)cc(OC)c1OC	0.353
CCN(CC)S(=O)(=O)c1cccc(C(=O)Nc2sc3c(c2C(N)=O)CCCC3)c1	0.3
C=CCOC(=O)C1=C(C)NC2(O)c3ccccc3C(=O)C12O (stereo not given)	-0.546
COc1ccc(OC)c(C(=O)Cn2nnc3ccccc3c2=O)c1	0.577
CC1(C)Cc2c(oc3ncn4ncnc4c23)CO1	0.868
O=C(c1ccco1)N1CCN(c2nc(C(F)(F)F)nc3c2nnn3Cc2ccccc2)CC1	-2.33
CC1(C)CC(=O)N(CC(=O)O)c2ccccc2S1	-0.0569
Cn1c(NCc2ccccc2Cl)nc2ccccc21	1.43
NC(=O)c1ccccc1NC(=O)c1ccccc1F	0.207
NC(=O)C1=C[C@@H](c2coc3ccccc3c2=O)C[C@@H](OCCCCO)O1	0.0622
CCOCCc1nnc(NC(=O)Cc2ccc(Br)cc2)s1	-0.606
Cc1cccc(CSC2=CS(=O)(=O)c3ccccc3N2)c1	-2.42
O=C(O)CCCC(=O)N(Cc1ccccc1)Cc1ccccc1	0.382

(more compounds)
SMILES	Cav3 T inh
C/C(=N\NC(=O)c1cccc(Br)c1)c1cccc(NC(=O)c2ccc(C)o2)c1	-2.11
COc1cc(C(CCN2CCCCC2)c2c(OC)cc(OC)c3c(C)cc(=O)oc23)cc(OC)c1OC (stereo not given)	0.952
CC(C)Oc1ccc(C(=O)N2CCCc3ccccc32)cc1	-3.28
Cc1c(CCCC(=O)O)sc(N)c1C(=O)c1cccc(C(F)(F)F)c1	-0.876
O=c1[nH]c(=S)[nH]nc1Cc1ccccc1	0.0447
COc1ccc(CNS(=O)(=O)c2ccc(C)cc2)cc1	-0.0594
Cc1ccc(NC(=O)c2ccc(OC(=O)c3cc4ccccc4o3)cc2)cc1	0.0752
CC(C)CC(=O)NCCc1ccncc1	0.023
O=C(C1=C[C@@H](c2csc3ccccc23)C[C@@H](OCc2ccc(CO)cc2)O1)N1CCOCC1	-0.209
O=C(c1cccc(N2CCCC2=O)c1)N1CCOCC1	0.237
Cc1ccc(C(=O)N/N=C/c2ccc(S(=O)(=O)O)o2)c(Cl)c1	0.158
CCOC(=O)C(C)n1cnc2sc3c(c2c1=O)CCC3 (stereo not given)	-0.947
O=C(Nc1ccc2c(c1)OCO2)c1noc2c1CCCCC2	-1.34
O=C(Nc1ccccc1)N1CCCC(c2nc(-c3cccs3)no2)C1 (stereo not given)	-0.986
COc1ccc(S(=O)(=O)NCc2ccc3c(c2)cc(C)n3C)cc1	-3.43
COCCNCc1ccccc1	-0.159
CC(=O)N(CCC(c1ccccc1)c1ccco1)Cc1cccs1 (stereo not given)	-7.36*
COc1ccc(CNc2cc(C)ccc2C)c(OC)c1OC	-1.45
COc1cc(/C=N/NC(N)=O)c(Br)cc1OCC(=O)Nc1ccccc1C	1.66
CCC(C)NC(=O)C1(C)CCC(=O)N1Cc1ccccc1OC (stereo not given)	-0.0571
COc1ccc(C(=O)CSc2nnc(COc3ccccc3)n2Cc2ccco2)cc1	-4.51*
O=C1OCCN1C(=O)[C@H]1[C@H](c2ccc(F)cc2)C(c2ccc(F)cc2)=NN1c1ccc(Br)cc1	-0.342
CCN1C(=O)CC(C(=O)Nc2ccc(F)cc2)SC1=Nc1ccc2c(c1)OCO2 (stereo not given)	-1.5
CCOC(=O)C(C(=O)OCC)C(C)C#CCN1CCCCC1 (stereo not given)	1.47
CN(C)/C=C1/C=C(c2ccccc2)OC1=O	-0.0732

Some of the entries so far, comma-delimited.
smiles,Cav3 T inh
Cc1ccc(C(=O)N/N=C/c2ccc(S(=O)(=O)O)o2)c(Cl)c1,0.158
CCOC(=O)C(C)n1cnc2sc3c(c2c1=O)CCC3 (stereo not given),-0.947

(continued)
SMILES	Cav3 T inh
CC(C)NC(=O)NC(=O)CSc1nncn1C	-0.876
Clc1ccc2c(c1)CCc1cccnc1C2=C1CCNCC1	-0.875
Cc1nn(C)c(Oc2ccc(Cl)cc2)c1C(=O)O	0.194
Cc1ccc(C(=O)Nc2c(-c3cccs3)c(=O)c3ccccc3n2C)cc1	1.53
CCCn1c(SCC(=O)NC2CCCCC2)nnc1-c1ccncc1	-0.0337
COc1ccc(C(NC(=O)c2ccco2)c2ccc(OC)c(OC)c2)cc1OC	-1.19
N#Cc1ccccc1NC(=O)c1ccc(-c2ccccc2Cl)o1	-0.187
O=C(CSc1nc2c(sc3ccccc32)c(=O)n1CCO)NCC1CCCO1 (stereo not given)	0.764
Cc1ccc(CS(=O)(=O)CCC(=O)NCc2cccs2)cc1	0.813
Cn1c(=O)cc(SCC(=O)Nc2cccnc2)c2ccccc21	0.503
CCC1(C)Cc2c(sc3c2c(=O)n(C)c2nnc(SCc4ccccc4)n32)CO1 (stereo not given)	1.51
Cc1cccc(N2CCN(C(=O)CN(C)S(=O)(=O)c3ccc4c(c3)CCC(=O)N4)CC2)c1C	1.04
Brc1ccccc1-c1nnc2sc(-c3ccc4c(c3)OCCO4)nn12	-3.98
Cc1ccc(-c2noc(CCCc3ccccc3)n2)cc1	0.46
COc1ccc(/C(N)=N/OC(=O)c2ccc3c(c2)OCO3)cc1OC	0.00879
Cc1ccc(Nc2nnc(SCc3cc(=O)n4ccsc4n3)s2)c(C)c1	-0.413
COc1ccc(C(C)=O)cc1CSCCC(=O)O	0.227
O=C(CCOc1ccccc1)OCC(=O)c1cc2ccccc2o1	-1.61
CCOC(=O)C1=C(CSCC(=O)OC)NC(=O)NC1c1cc(C)ccc1C (stereo not given)	0.087
CCOC(=O)C1CCN(S(=O)(=O)c2cccc3nonc23)CC1	-1.69
O=C(CCCN1C(=O)c2ccccc2C1=O)NCCCN1CCOCC1	0.0568
C=CCN(CC=C)S(=O)(=O)c1ccc2nc(NC(=O)C(C)C)sc2c1	-3.3
CCOC(=O)Cc1csc(NC(=O)CSc2nnc(C3CC3)n2C)n1	0.0837
C/C(Cl)=C\CSc1nnc2n(N)c(=O)c3ccccc3n12	0.388
Cc1ccnc(NC(=O)c2cccc(NC(=O)COc3ccccc3)c2)c1	-0.775

The list goes on.
SMILES	Cav3 T inh
CCCCNC1C(CC)C(CCC)C(C#N)(C#N)C1(C#N)C#N (stereo not given)	0.0419
Cc1ccc(Cc2cnc(N)s2)o1	-0.829
COc1ccc2nc(NC(=O)CN(c3ccc(C)cc3)S(=O)(=O)c3c(C)nn(C)c3C)sc2c1	-3.08
Cc1ccc(Nc2nc(C)c(CCC(C)C)c(=O)[nH]2)cc1	-1.1
COC(=O)CSc1nnc(CNC(=O)c2ccccc2OC)n1C	1.43
COc1cccc(-n2nc(C(=O)N3CC(C)CC(C)C3)c3ccccc3c2=O)c1 (stereo not given)	-1.8
CCNc1nc(Oc2ccc(=O)n(-c3ccccc3)n2)nc(N(C)C)n1	1.73

Source: PubChem
